OX1R antag-1 – antagonists of human orexin 1 receptor (OX1R); inhibition, % at 6.6 µM; OX1R-expressing cells, FRET antagonist read-out; 330,000 compounds, 1.8% hits; Orexin/Hypocretin receptor type 1 (Homo sapiens), O43613; AID 485270, 2010; in the data active = inhibition mostly above about 38%, no sharp cut-off; inactive = mostly below about 40%;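 also: 0% = agonist challenge alone and 100% = reference antagonist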
Target sequence (O43613 whole entry, looked up): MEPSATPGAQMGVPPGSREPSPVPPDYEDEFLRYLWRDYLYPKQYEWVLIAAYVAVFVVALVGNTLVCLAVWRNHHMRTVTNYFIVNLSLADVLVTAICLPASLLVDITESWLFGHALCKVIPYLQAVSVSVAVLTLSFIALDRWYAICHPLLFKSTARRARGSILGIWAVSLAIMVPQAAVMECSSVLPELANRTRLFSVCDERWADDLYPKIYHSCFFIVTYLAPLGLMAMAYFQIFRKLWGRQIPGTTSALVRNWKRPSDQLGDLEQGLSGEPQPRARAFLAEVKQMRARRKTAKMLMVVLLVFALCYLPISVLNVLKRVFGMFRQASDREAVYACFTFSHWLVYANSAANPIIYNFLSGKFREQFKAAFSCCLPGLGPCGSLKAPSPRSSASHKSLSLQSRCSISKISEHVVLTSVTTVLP
OX1R antag-2 – OX1R (HCRTR1) antagonists, primary screen, fluorescence, CHO/OX1R cells, Fluo-8 calcium, orexin A; inhibition, % at 5 µM; Fluo-8 calcium fluorescence; 330,000 compounds, 0.43% hits; AID 434989, 2010;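 active = inhibition above its plate's threshold, mean inhibition of all tested compounds on the plate plus 3 SD, cut at about 37% in these data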;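 also: 0% = orexin A challenge wells and 100% = SB-334867-A antagonist wells; not every result past the cut was called active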
STK33 kinase inh – inhibitors of purified STK33 kinase, primary screen, biochemical, ADP-Glo luminescence, homogeneous, cell-free. inhibition, % at 10 µM. Serine/threonine-protein kinase 33 (Homo sapiens), Q9BYT3. MBP phosphorylation. AID 2661, 2010. 320,000 compounds, 0.073% hits;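 active = inhibition at or above 25%, using the most active replicate where run in duplicate; inactive = inhibition below 25%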
Target sequence (Q9BYT3 whole entry, looked up): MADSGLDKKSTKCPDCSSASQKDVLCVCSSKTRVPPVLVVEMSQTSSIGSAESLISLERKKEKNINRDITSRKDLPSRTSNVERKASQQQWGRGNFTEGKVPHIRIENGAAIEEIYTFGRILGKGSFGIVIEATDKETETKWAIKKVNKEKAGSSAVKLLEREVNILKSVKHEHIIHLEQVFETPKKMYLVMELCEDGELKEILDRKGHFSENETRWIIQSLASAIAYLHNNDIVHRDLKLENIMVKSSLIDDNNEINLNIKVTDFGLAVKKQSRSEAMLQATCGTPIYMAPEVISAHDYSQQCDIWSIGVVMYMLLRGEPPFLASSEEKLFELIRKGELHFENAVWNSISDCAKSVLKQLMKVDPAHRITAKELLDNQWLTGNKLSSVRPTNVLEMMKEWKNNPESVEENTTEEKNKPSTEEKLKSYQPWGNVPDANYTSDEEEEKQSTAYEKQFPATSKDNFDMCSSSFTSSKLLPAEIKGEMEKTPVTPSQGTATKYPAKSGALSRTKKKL
Starred values were filed as active, the others as inactive; / = no result given.

SMILES	OX1R antag-1	OX1R antag-2	STK33 kinase inh
CC1=C([N+](=O)[O-])C(c2cccc(Br)c2)C2=C(N1)c1ccccc1C2=O (stereo not drawn)	14	4	-0.5
O=C(NCC1CCCO1)c1cccc(Oc2ccccc2)c1 (stereo not drawn)	7	-13	0.2
COc1ccccc1NC(=O)c1c(C)nn(-c2ccccc2)c1Cl	17	-21	-1.1
COc1ccc2c(C)c(C)c(=O)oc2c1OC	12	-9	/
O=C(O)c1ccc(-c2nc(-c3ccc(Cl)c(Cl)c3)cs2)cc1	11	-7	1.6
Clc1nc(NCCN2CCOCC2)nc(NCc2ccccc2)n1	5	-2	-0.6
C=CCn1c(O)c(N=NC(=O)CNC(=O)c2ccncc2)c2ccccc21	67*	-12	0.7
Oc1ccc2ccc3[nH]cnc3c2c1	-10	-11	8.8
NC(N)=NS(=O)(=O)c1ccc(NC(=S)NC(=O)/C=C/c2ccccc2)cc1	-5	-9	-0.4
COC(=O)[C@@]1(Cc2ccccc2)[C@@H]2C(=CC(=O)[C@H]2CC(=O)C(=O)N(C)C)CN1C(=O)c1ccccc1	26	-14	3.1
COc1ccc(C2(CNC(=O)/C=C\c3ccco3)CCCC2)cc1OC	17	-27	0.7
Cc1ccc(C(=O)Oc2cccnc2)cc1[N+](=O)[O-]	8	-3	-1.0
CCN(C[C@H]1N[C@@](C)(C(=O)OC)[C@H]2C(=O)N(C)C(=O)[C@@H]12)C(=O)Nc1ccc(C(F)(F)F)cc1	0	-11	-1.0
COc1ccc(Br)cc1C(=O)NC(=S)Nc1cc(-c2nc3ccccc3[nH]2)ccc1C	46	25	-0.2
COc1cc2nc(CN3CCOCC3)n(CC(=O)NCC(F)(F)F)c(=O)c2cc1OC	5	-24	-0.6
CCCC1=C(C(=O)OCC)C(c2ccco2)C(C#N)=C(N)O1 (stereo not drawn)	20	-15	0.9
Cc1ccc(NC(=O)C2C3C=CC4(O3)C2C(=O)N(CCCN2CCOCC2)C4C(=O)NC2CCCCC2)cc1Cl (stereo not drawn)	5	-12	-0.1
CC1(C)CC(=O)C=C(NCc2ccncc2)C1	18	-10	0.3
C=CCNCCCCOc1c(Cl)cc(C)cc1Br	16	-16	-1.4
CCCC1=Nc2cc(C(=O)N3CCC(C(N)=O)CC3)ccc2Sc2ccccc21	13	-5	-1.3
O=C(Nc1cc(=O)[nH]c(=O)[nH]1)c1cc(Cl)ccc1Cl	8	9	-1.0
COCCSc1nnc(NC(=O)C2CC(=O)N(c3ccccc3)C2)s1 (stereo not drawn)	10	-14	-1.9
Cc1cccc(C)c1NC(=O)C1NC(=O)CC1c1ccccc1 (stereo not drawn)	18	-8	-0.8
CC1CCN(C(=O)c2ccc(NS(=O)(=O)c3cccs3)cc2)CC1	20	-5	-1.4
CCN(CC)S(=O)(=O)c1cc(C)ccc1SC	23	-18	1.2

Other compounds.
SMILES	OX1R antag-1	OX1R antag-2	STK33 kinase inh
CC(C)(C)c1nn2cnnc2n(/N=C/c2ccc(O)cc2)c1=O	19	-4	-0.7
Cc1cccc(-c2nc(CN3CCN(C(=O)C4CCCO4)CC3)cs2)c1 (stereo not drawn)	23	-25	0.5
CCCc1ccc(C(=O)NC(=O)c2ccccc2O)cc1	23	27	1.5
O=C(NCc1cccc(C(F)(F)F)c1)C1CC(c2cccc(F)c2)=NO1 (stereo not drawn)	24	-2	-0.1
O=S(=O)(Nc1ccccn1)c1cccs1	14	-2	-4.1
CCOC(=O)c1c(C)[nH]c(C(=O)OCC(=O)NCc2ccc(F)cc2)c1C	4	-9	-0.1
Cc1cc(N(CN2CCCC2=O)C(=O)c2ccc(OC(C)C)cc2)no1	19	-21	-1.9
C=CCn1c(SCC(=O)NC2CC2)nnc1-c1cccc(OC)c1	24	4	-1.3
CC(C)CC(NC(=O)C(COCc1ccccc1)NC(=O)OC(C)(C)C)C(=O)NN (stereo not drawn)	2	-35	0.2
CCC(C)(C)NC(=O)C(c1ccc(OC)cc1)N(CCOC)C(=O)CCC(=O)Nc1nccs1 (stereo not drawn)	7	-23	-2.0
COc1ccc(Cc2nc3ccc(C(=O)NCC4COCCO4)cc3o2)cc1 (stereo not drawn)	27	-18	0.3
O=C(O)c1ncsc1-c1ccccc1	14	-4	-2.3
Cn1c(=O)c2[nH]cnc2n(-c2ccccc2)c1=O	-9	-6	-2.2
Cc1ccc(NS(=O)(=O)c2c(C(=O)N3CCCCCC3)c(C)n(C)c2C)cc1C	18	-14	0.7
Cc1ccc(NC(=S)N(CCCN2CCOCC2)Cc2cccs2)c(C)c1	6	0	/
Cc1ccc(C(=O)O)cc1S(=O)(=O)N1CCCC1	11	-16	0.4
CCn1c(Cc2ccccc2)nnc1SC(C)C(=O)NC1CC1 (stereo not drawn)	7	-3	0.0
Cc1cc(=O)oc2cc(NC(=O)CCC(=O)O)ccc12	7	-14	-0.2
COC(=O)c1sc(N)c(C(=O)OC)c1CSc1nnnn1C	6	-9	-0.6
CCCCC1=NN(C(=O)c2ccncc2)C(O)(C(F)(F)F)C1 (stereo not drawn)	9	-5	-0.9
Cc1cccc(OCCn2nc(C(=O)O)c3ccccc3c2=O)c1	31	-24	0.9
CC(Sc1nnc(N)s1)C(=O)Nc1nccs1 (stereo not drawn)	10	10	0.0
Cc1cc2oc(C(=O)Nc3ccc(S(=O)(=O)Nc4onc(C)c4C)cc3)cc(=O)c2cc1Cl	14	-16	-2.8
COc1ccc(-n2nnnc2SCC(=O)Nc2ccc3c(c2)OCCO3)c(OC)c1	15	4	-0.9
CCOc1ccccc1C(=O)NCC(=O)Nc1ncccc1C	11	-5	-3.2

Following part.
SMILES	OX1R antag-1	OX1R antag-2	STK33 kinase inh
O=C(COC(=O)c1cccs1)Nc1nnc(-c2ccccc2)o1	32	-19	-2.0
Cc1ccc(NC(=O)CSCC(=O)N2CCCc3ccccc32)cc1	14	-22	-1.0
CC(Sc1nnc(-c2cccs2)n1-c1ccccc1)C(=O)NCc1ccc2c(c1)OCO2 (stereo not drawn)	57	9	1.0
C=CCNC(=S)N(Cc1ccccc1)Cc1ccc(F)cc1	24	-3	-0.5
CC1(C)CC(NC(=O)C(F)(F)F)CC(C)(C)N1OC(=O)c1ccco1	10	-32	0.4
COc1ccccc1N(Cc1ccccc1)S(=O)(=O)c1cccc(C(=O)Nc2cc(C)ccn2)c1	10	-14	-0.6
Cc1ccc(N2C(=O)C(Cl)=C(N3CCCCCC3)C2=O)cc1	18	-31	-1.9
C[C@H](NC(=O)[C@H](Cc1ccccc1)n1c(=O)[nH]c2ccccc2c1=O)C(=O)N1CCC[C@H]1C(=O)O	19	16	-2.0
Cc1cc2cc(CNC(=O)Nc3cccc(Cl)c3)ccc2n1C	10	-24	-0.3
CCCCC(=O)Nc1nnc(CCc2ccccc2)s1	2	-26	-0.7
CCOc1ccccc1N1CC(C(=O)Nc2ccc(C(=O)O)cc2)CC1=O (stereo not drawn)	15	3	0.3
O=C(CSc1nnc(Cc2ccsc2)o1)c1ccccc1	2	0	-0.5
O=S(=O)(N1CCCCC1)n1c(Cc2ccccc2)nc2ccccc21	6	-10	-0.7
O=C(Nc1cccc(O)c1)c1cc(-c2ccco2)on1	29	-5	0.1
Cc1ccc(OCCn2c(=O)cnc3ccccc32)cc1	12	-19	1.2
COc1ccc(NC(C)=O)cc1NC(C)C(=O)Nc1cccc2ccccc12 (stereo not drawn)	27	-20	-0.6
Oc1c(Br)cc(Br)cc1/C=N/c1nc2c(s1)CCCC2	10	-28	-2.0
Cc1ccccc1-n1c(=O)n(Cc2ccccc2)c(=O)c2[nH]cnc21	6	-2	-1.3
CC(C)c1cc(C(=O)N2CCCC(CCC(=O)NCc3ccccc3F)C2)n(C)n1 (stereo not drawn)	6	-15	-0.7
CCn1c(CSc2ncn[nH]2)nc2cc(C(=O)O)ccc21	14	-11	-1.8
Cc1ccc(CS(=O)Cc2ccc(C(=O)NCc3ccccc3)o2)cc1 (stereo not drawn)	1	-16	-1.8
COCCNC(=O)[C@@H]1CCCN1S(=O)(=O)c1cccc2cccnc12	29	-7	-1.0
CCOC(=O)c1c(C)[nH]c(/C(C)=N/O)c1C	20	-2	1.6
COc1ccc(CSc2cccc3cccnc23)cc1[N+](=O)[O-]	18	-2	-2.8
CN(CC1COCCO1)c1nc2nonc2nc1N1CCSCC1 (stereo not drawn)	16	-9	-1.3

3 entries from above, ordered by their value in OX1R antag-1, ascending:
SMILES	OX1R antag-1	OX1R antag-2	STK33 kinase inh
CCN(C[C@H]1N[C@@](C)(C(=O)OC)[C@H]2C(=O)N(C)C(=O)[C@@H]12)C(=O)Nc1ccc(C(F)(F)F)cc1	0	-11	-1.0
COc1ccc(C2(CNC(=O)/C=C\c3ccco3)CCCC2)cc1OC	17	-27	0.7
CC1(C)CC(=O)C=C(NCc2ccncc2)C1	18	-10	0.3

Next section
SMILES	OX1R antag-1	OX1R antag-2	STK33 kinase inh
O=[n+]1c2c(n([O-])c3cc(F)ccc31)CCCC2	82*	-9	-0.9
OC1CCCN(CC(O)COC(c2ccc(F)cc2)c2ccc(F)cc2)C1 (stereo not drawn)	10	-47	-1.1
CCOC1CC(C)(C)NC(=S)N1 (stereo not drawn)	12	3	-1.2
C=C(C)CN(CC)Cc1c(C(=O)N(C)CCCC)nc2ccccn12	4	-21	0.0
Cn1c(=O)[nH]c(=O)c2[nH]c(N(Cc3ccccc3)Cc3ccccc3)nc21	5	20	-2.8
Cc1cccc(N2CC(C(=O)Nc3nnc(SCc4cccnc4)s3)CC2=O)c1 (stereo not drawn)	13	-28	-0.6
O=C(Nc1cc([N+](=O)[O-])ccc1Cl)C(Sc1ccccc1)c1ccccc1 (stereo not drawn)	16	-18	-1.2
Cn1c(C(=O)NCCC2=CCCCC2)cc2c(=O)n3ccccc3nc21	10	-3	-2.4
CC(=O)NNc1ccc(C(F)(F)F)cc1[N+](=O)[O-]	21	-10	-0.4
CCOC(=O)c1c(C)n(C)c2ccc(OC)c(NS(=O)(=O)CC)c12	6	-13	-0.8
Cc1c(C)c2ccc(OC3CCCCC3=O)cc2oc1=O (stereo not drawn)	8	-15	-0.4

Grouped by structure: the compounds so far containing a Cl atom.
SMILES	OX1R antag-1	OX1R antag-2	STK33 kinase inh
COc1ccccc1NC(=O)c1c(C)nn(-c2ccccc2)c1Cl	17	-21	-1.1
O=C(O)c1ccc(-c2nc(-c3ccc(Cl)c(Cl)c3)cs2)cc1	11	-7	1.6
Clc1nc(NCCN2CCOCC2)nc(NCc2ccccc2)n1	5	-2	-0.6
Cc1ccc(NC(=O)C2C3C=CC4(O3)C2C(=O)N(CCCN2CCOCC2)C4C(=O)NC2CCCCC2)cc1Cl (stereo not drawn)	5	-12	-0.1
C=CCNCCCCOc1c(Cl)cc(C)cc1Br	16	-16	-1.4
O=C(Nc1cc(=O)[nH]c(=O)[nH]1)c1cc(Cl)ccc1Cl	8	9	-1.0
Cc1cc2oc(C(=O)Nc3ccc(S(=O)(=O)Nc4onc(C)c4C)cc3)cc(=O)c2cc1Cl	14	-16	-2.8
Cc1ccc(N2C(=O)C(Cl)=C(N3CCCCCC3)C2=O)cc1	18	-31	-1.9
Cc1cc2cc(CNC(=O)Nc3cccc(Cl)c3)ccc2n1C	10	-24	-0.3
O=C(Nc1cc([N+](=O)[O-])ccc1Cl)C(Sc1ccccc1)c1ccccc1 (stereo not drawn)	16	-18	-1.2

Source: PubChem
